esBAF inh – inhibitors of esBAF chromatin remodeling in mouse ES cells; Bmi1-luciferase knock-in reporter, 24 h; 100% = twice the neutral-well signal; reporter increase, % at 12.5 µM; 350,000 tested, 2% active; in the data active = activation above about 40%; inconclusive = no clear call, values can overlap the other calls;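 also: 0% = median of the plate's neutral control wells and 100% = double that signal; a rise in the Bmi1 reporter signal indicates esBAF inhibition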
CASP6 VEID inh – inhibitors of human caspase-6 | purified caspase-6, Z-VEID-R110 cleavage fluorescence | inhibition, % at 12.5 µM | 350,000 tested, 0.53% active | AID 686996 | P55212;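 active = mean inhibition across replicates at least about 35%, with every replicate also reaching that limit, limit read from the data; inconclusive = only one of the two criteria met; inactive = neither criterion met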;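 also: 0% = median of neutral control wells and 100% = no fluorescence left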
Target sequence (P55212 24-179 limits assumed): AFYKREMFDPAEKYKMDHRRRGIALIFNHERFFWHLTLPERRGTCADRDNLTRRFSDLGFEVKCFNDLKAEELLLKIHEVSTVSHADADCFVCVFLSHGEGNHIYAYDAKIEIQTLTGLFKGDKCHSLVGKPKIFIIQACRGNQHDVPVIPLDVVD
Target sequence (P55212 194-293 limits assumed): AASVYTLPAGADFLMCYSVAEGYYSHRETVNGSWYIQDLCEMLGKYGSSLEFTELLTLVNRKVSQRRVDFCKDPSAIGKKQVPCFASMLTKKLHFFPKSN
Statin myotox sup – suppression of simvastatin myotoxicity. C2C12 myotubes + simvastatin, ATP luminescence, 48 h; scaled: DMSO 0, geranylgeraniol control 100. rescue of ATP level, % at 7.49 µM. 330,000 tested, 0.78% active;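 active = mean ATP rescue above about 67%, or every replicate alone reaching that limit, limit read from the data, passing the limit was not always enough; inconclusive = no clear call, values can overlap the other calls; inactive = mean under the limit and some replicate under it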;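 also: myotubes were challenged with 10 µM simvastatin during compound exposure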
FN deposit inh – fibronectin deposition inhibition | AH1F fibroblasts, Alexa488-fibronectin deposition fluorescence, overnight | inhibition, % at 12.6 µM | 350,000 tested, 0.086% active | AID 743247;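 active = mean inhibition across replicates of 30% or more, regardless of how many single replicates reach that level; inconclusive = mean under 30% yet at least half of replicates reach 30%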;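 also: positive control wells lacked labelled fibronectin entirely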
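Measured by – fluorescence 485/525 nm · System – AH1F fibroblast monolayer, labelled fibronectin deposition · Amount – 10000 cells per well · Buffer or medium – serum-reduced DMEM (2% serum) · Doses – single dose, pinned · Also added – fluorescent fibronectin at 24 nM final · Schedule – 1 h cell attachment, overnight exposure to compound and label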
SIRT5 block – inhibitors of human sirtuin-5 desuccinylase; Q9NXA8; Purified SirT5, succinyl-peptide AMC, trypsin-coupled fluorescence; inhibition, % at 15 µM; 330,000 tested, 1.1% active; in the data active = inhibition above about 15%; inconclusive = no clear call, values can overlap the other calls
Target sequence (Q9NXA8 whole entry, looked up): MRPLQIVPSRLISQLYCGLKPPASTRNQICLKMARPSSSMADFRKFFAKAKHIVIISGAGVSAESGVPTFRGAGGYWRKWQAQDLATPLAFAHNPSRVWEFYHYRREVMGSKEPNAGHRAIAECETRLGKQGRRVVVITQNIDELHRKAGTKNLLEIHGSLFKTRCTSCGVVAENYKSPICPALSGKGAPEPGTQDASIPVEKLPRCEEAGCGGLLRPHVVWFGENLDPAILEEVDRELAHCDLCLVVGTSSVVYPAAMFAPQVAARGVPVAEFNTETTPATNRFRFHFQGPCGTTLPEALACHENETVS
S100A4 inh HTS – inhibitors of human S100A4 binding to myosin IIA peptide; 360,000 tested, 0.14% active; AID 652163; inhibition, % at 10.7 µM; S100A4/TAMRA-MyoIIA peptide fluorescence polarization; P26447;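 active = mean inhibition of at least 70% across replicates, with every replicate also reaching that level; inconclusive = mean inhibition reaches 70% but some replicates fall short; inactive = mean inhibition below 70%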
Target sequence (P26447 whole entry, looked up): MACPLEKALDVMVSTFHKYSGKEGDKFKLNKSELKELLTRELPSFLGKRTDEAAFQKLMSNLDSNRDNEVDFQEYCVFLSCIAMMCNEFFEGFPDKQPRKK
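assay system = human S100A4 monomer with TAMRA-labelled myosin IIA peptide | also added = labelled myosin peptide probe, 5 nM | incubation = 5 min between mix addition and reading | control set = DMSO and TFP controls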
LGR2 antag – inhibitors of bursicon-induced Drosophila LGR2 receptor cAMP signaling. inhibition, % at 9.99 µM. 380,000 tested, 0.35% active. HEK293 LGR2, CRE-luciferase, bursicon-stimulated, 4 h;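 active = drop in luminescence signal, shown as inhibition above about 50% in the replicate tests, limit read from the data, passing the limit was not always enough; inconclusive = probably only some replicates passing the limit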;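 also: agonist challenge used bursicon conditioned medium at about half maximal strength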
Active calls of the source: *; ? = inconclusive; . = no result given; & = joins results of further samples. Only part of the results is shown; rates above refer to the full screens.

SMILES	esBAF inh	CASP6 VEID inh	Statin myotox sup	FN deposit inh	SIRT5 block	S100A4 inh HTS	LGR2 antag
COc1ccc(NC(=O)Nc2ccc3c(c2)C(=O)N([C@H](C)CO)C[C@H](C)[C@@H](CN(C)S(=O)(=O)c2ccc(F)cc2)O3)cc1	4	-2&-2	2	19	4&5	3&-18	-1&-15
O=C(N[C@H]1CC[C@@H](CCn2cc(-c3ccccn3)nn2)O[C@@H]1CO)c1cccnc1	0	1	0	.	0	5	-15
CO[C@H]1CC[C@@H]2CCOc3ccc(C#N)cc3C(=O)N(C)C[C@H](C)C(=O)N(C)C[C@H]1O2	-1	7	1	0	-4	-4	-17
C[C@@H]1CN([C@@H](C)CO)C(=O)c2cc(NC(=O)Nc3ccc(F)cc3)ccc2O[C@@H](C)CCCCO[C@H]1CN(C)C(=O)c1ccccc1	-4	1	.	.	2	11	-5
COc1cc(/C=N/N=C2\CC3CCC2(C)C3(C)C)ccc1O (stereo not drawn)	4	.	6	15	.	.	.
O=C(COC(=O)C1CC1)NC(=O)c1ccccc1	-14	7	-2	-2	0	0	-6
O=C(Nc1ccccc1F)N1CC(=O)N2[C@H](CO)[C@@H](c3ccc(C#CC4CC4)cc3)[C@@H]2C1	.	0	.	.	1	11	-12
COC(=O)c1sc(S(=O)(=O)NC(Cc2ccccc2)C(=O)O)c(C(=O)OC)c1C (stereo not drawn)	2	2	2	-9	2	-1	-8
Cc1cnc(C(=O)NCCc2ccc(C(F)(F)F)cc2)cn1	-8	4	15	-6	0	-2	-9
O=C1C(=O)N(CCCN2CCOCC2)C(c2ccc(Cl)cc2)/C1=C(/O)c1ccc(F)cc1 (stereo not drawn)	-1	0	3	3	13	-2	25
O=C(NC1CCCC1)C1CCN(C(=O)NCc2ccccc2)CC1	.	-2	.	-5	-6	-1	17
O=[N+]([O-])c1ccc(N2CCN(Cc3ccncc3)CC2)cc1	-7	-3	2	-5	2	8	-4
O=C(CSc1ccc2ccccc2n1)N/N=C/c1ccc(O)cc1	2	7	8	-2	-1	-1	3
Cc1ccc(C)n1-c1c(C(=O)NN)cnn1-c1ccccc1	.	-1	.	.	0	7	-16
COc1ccc(NS(=O)(=O)c2ccc(Cl)s2)cn1	.	-2	.	2	2	-5	-3
CCn1c(=O)c2ccccc2n2c(SCC(=O)N3CCCc4ccccc43)nnc12	-11	-1	41	.	-3	-3	-2
C[C@H]1CN([C@@H](C)CO)C(=O)c2cccc(NC(=O)c3cnccn3)c2O[C@H]1CN(C)S(=O)(=O)c1cn(C)cn1	1	-1	.	5	0	2	20
O=C1c2cccc3cccc(c23)C(c2nc3ccccc3[nH]2)N1C1CC1 (stereo not drawn)	.	1	.	-2	.	2	-21
Cc1ccc(NC(=O)NCCCN2CCCC2=O)c(C)c1	-1	1	3	-1	-3	3	-7
C[C@@H]1CCCCO[C@H](CN(C)Cc2ccc(C(F)(F)F)cc2)[C@@H](C)CN([C@@H](C)CO)C(=O)c2cc(NC(=O)Nc3ccccc3)ccc2O1	5	.	.	-7	.	.	14
O=C(Nc1cccc2ncccc12)C12CC3CC(CC(C3)C1)C2	-5	.	-5	-7	.	.	.
Cc1cccc(S(=O)(=O)N2CCCCN3[C@H](CO)[C@H](c4ccc(C#CC5CC5)cc4)[C@@H]3C2)c1	.	-3	.	.	0	-6	19
O=C(NC1CCCCC1)C1CCN(c2nccs2)CC1	-4	.	-2	-6	.	.	.
Cn1c(Cn2c(=O)sc3ccccc32)nnc1SCC(=O)Nc1ccccc1F	-2	0	-7	16	.	7	-12
Cc1ccc(Cn2c(O)c(N=O)c3ccccc32)cc1	-5	6	17	.	-5	18	2

Next section
SMILES	esBAF inh	CASP6 VEID inh	Statin myotox sup	FN deposit inh	SIRT5 block	S100A4 inh HTS	LGR2 antag
N#CC1=C(N)Oc2cc(N)ccc2C1c1cccc(Br)c1 (stereo not drawn)	-13	0	-38	-1	-4	50	-4
CC(=O)C1=C(c2ccccc2)NC(=O)NC1c1ccc(O)c(O)c1 (stereo not drawn)	.	2	.	13	0	-4	8
CC(C)CN(C(=O)C1=NN(c2ccccc2)C(=O)CC1)c1c(N)n(Cc2ccccc2)c(=O)[nH]c1=O	-3	0	2	-2	0	-2	4
O=C(Nc1ccccc1)c1ccc(S(=O)(=O)N2CCCC2)cc1	5	.	-9	5	.	.	1
Cc1onc(-c2c(Cl)cccc2Cl)c1C(=O)c1c[nH]c(C(=O)NCCCN2CCOCC2)c1	5	.	12	5	.	.	.
O=C(CCCn1c(=S)[nH]c2cc3c(cc2c1=O)OCO3)N1CCN(c2ccc(F)cc2)CC1	16	.	-2	6	.	.	.
CCOc1ccc(C(=O)OCC(=O)Nc2nc(OC)cc(OC)n2)cc1OCC	-3	.	-17	-7	.	.	.
Nc1cccc(-c2nnc3n2CCCCC3)c1	0	5	-1	4	1	4	.
COc1ccccc1CN1CC(C(=O)NCCN(C)CCc2ccccc2)CCC1=O (stereo not drawn)	-6	-16	-1	7	-8	24	-10
CCn1ccnc1CNC(=O)CC1C(=O)NCCN1CC(c1ccccc1)c1ccccc1 (stereo not drawn)	.	-3	.	-1	-4	6	-2
CC(=O)c1cccc(NC(=O)N2CCCC2C(=O)Nc2ccc3c(c2)OCCO3)c1 (stereo not drawn)	.	2	.	0	-1	-3	25
COCCn1c(-c2ccc(Cl)cc2)cnc1SCC(=O)NCCc1ccc(OC)c(OC)c1	.	7	.	-1	0	0	26
O=C(Nc1c[nH]c(=O)[nH]c1=O)OCc1ccccc1	-4	-1	4	.	-4	-14	-6
CCCc1nnc(NC(=O)c2cn(CC)c3cc(N4CCN(C)CC4)c(F)cc3c2=O)s1	.	-1	.	4	-3	-3	.
Cc1ccc(S(=O)(=O)Nc2ccc(NC(=O)Nc3cccc(C(F)(F)F)c3)cc2)cc1	.	-2	.	3	-1	-4	14
O=C1c2ccccc2S(=O)(=O)N1CCCN1C(=O)c2ccccc2S1(=O)=O	8	-3	2	6	-2	0	10
Cc1cccc(S(=O)(=O)N[C@@H]2CC[C@@H](CCNC(=O)Nc3cc(F)ccc3F)O[C@H]2CO)c1	2	-151	-33	-5	1	5	-37
CC1Cc2nc(SCC(=O)N3CCCCC3)n(C)c(=O)c2S1 (stereo not drawn)	2	-1	-15	8	10	2	8
C[C@@H]1CCCCO[C@H](CN(C)Cc2ccc3c(c2)OCO3)[C@@H](C)CN([C@@H](C)CO)C(=O)c2cc(NC(=O)Nc3ccc(C(F)(F)F)cc3)ccc2O1	-37	0	.	.	-5	4	.
CCCN1[C@@H]2c3ccc(-c4cccc(OC)c4)c(=O)n3C[C@@H]2[C@@H](CO)[C@@H]1C(=O)OC	-2	0	17	-1	16*	-1	-15
CC(C)(C)OC(=O)N/N=C\c1ccc([N+](=O)[O-])s1	.	5	.	-8	0	-4	-14
Cc1noc(C)c1NC(=O)N(C)C[C@H]1OCCCC[C@@H](C)Oc2ccc(NC(=O)CCC(F)(F)F)cc2C(=O)N([C@H](C)CO)C[C@H]1C	1	-3	.	.	-2	10	18
Cc1ccc(-n2cnc3c(=O)[nH]cnc32)cc1[N+](=O)[O-]	.	0	3	-1	0	1	4
C[C@H](CO)N1C[C@H](C)[C@H](CN(C)Cc2ccc(-c3ccccc3)cc2)Oc2ccc(NC(=O)C3CC3)cc2CC1=O	-6	3	27	.	1	-27	-7
CCC(=O)Nc1ccc2c(c1)OC[C@H](C)N(C(=O)c1ccc(F)cc1)C[C@@H](C)[C@H](OC)CN(C)C2=O	-2	0	-12	18	4	-3	3

Structures shown so far that contain a thiophene ring, fused or not:
SMILES	esBAF inh	CASP6 VEID inh	Statin myotox sup	FN deposit inh	SIRT5 block	S100A4 inh HTS	LGR2 antag
COC(=O)c1sc(S(=O)(=O)NC(Cc2ccccc2)C(=O)O)c(C(=O)OC)c1C (stereo not drawn)	2	2	2	-9	2	-1	-8
COc1ccc(NS(=O)(=O)c2ccc(Cl)s2)cn1	.	-2	.	2	2	-5	-3
CC(C)(C)OC(=O)N/N=C\c1ccc([N+](=O)[O-])s1	.	5	.	-8	0	-4	-14

(listing goes on)
SMILES	esBAF inh	CASP6 VEID inh	Statin myotox sup	FN deposit inh	SIRT5 block	S100A4 inh HTS	LGR2 antag
NC(=O)C1(N2CCCCC2)CCN(S(=O)(=O)c2cc(Cl)sc2Cl)CC1	.	2	.	-7	-3	-11	3
COc1cccc(S(=O)(=O)N2C[C@@H](O)COC[C@H]3O[C@@H](CC(=O)N4CCOCC4)CC[C@@H]32)c1	-8	0	2	-3	0	11	-12
Cc1[nH]c(=O)c(C(=O)c2cc(Cl)ccc2O)cc1C(=O)O	.	0	.	16	-1	-1	-5
COC(=O)[C@]12C[C@H](CC(=O)NCCC(C)C)C(=O)N(Cc3ccc4c(c3)OCO4)C1=C[C@H](COCc1ccccc1)O[C@@H]2C	.	-3	.	-25	.	0	6
O=C(CCNS(=O)(=O)c1ccc(F)cc1)N1CCN(c2ncccn2)CC1	2	0	10	0	-3	-8	-6
CCC(=O)Nc1ccc2c(c1)C(=O)N(C)[C@@H]1CC[C@H](CC(=O)NCCN3CCCCC3)O[C@H]1CO2	1	0	6	5	1	14	-4
CCOC(=O)C1=C(COC(=O)C2(C)CC2(Cl)Cl)NC(=O)NC1c1ccc(OC)cc1 (stereo not drawn)	.	3	.	8	4	-2	.
Cc1oc(S(=O)(=O)N2CCCC2)cc1C(=O)Nc1ccc(F)cc1	.	2	.	6	-2	-2	6
O=C(C1CCC1)N1CC(=O)N2[C@@H](CO)[C@H](c3ccc(-c4ccccc4F)cc3)[C@@H]2C1	.	1	.	11	-4	-7	4
CC(C)N1C(=O)c2ccccc2NC(=O)C1C(=O)NCc1cccc(C(F)(F)F)c1 (stereo not drawn)	.	3	.	0	-1	-1	-6
COC(=O)Cc1cc(=O)n2[nH]c(C)cc2n1	-3	.	-10	0	.	.	.
O=C(Nc1ccccc1Cl)Nc1cccc2cccnc12	38	-3	3	-4	3	0	-44
CN(C)C(=O)COc1ccc(C(=O)/C=C/c2cccnc2)cc1	8	4	-5	10	-16	25	12
COc1ccc2[nH]cc(CCNC(=O)Nc3ccccc3)c2c1	1	2	12	10	0	21	2
Clc1ccc2c(N/N=C/c3ccc(Br)cc3)ccnc2c1	9	-2	2	-3	1	13	?
Cc1cc(C)c(C)c(S(=O)(=O)Nc2ccc(C(=O)N3CCCC3)cc2)c1C	5	3	19	-10	3	-1	4
C[C@@H]1CCCCO[C@@H](CN(C)C(=O)NC2CCCCC2)[C@H](C)CN([C@H](C)CO)C(=O)c2cc(NS(=O)(=O)c3cn(C)cn3)ccc2O1	3	2	-14	.	8	47	-9
C=Cn1c(C(=O)O)cc(CC)c1-c1ccccc1	-6	.	-1	-7	.	.	.
CCCC(=O)Nc1ccc(C(=O)NNC(=O)c2ccccc2Br)cc1	7	.	-3	-2	.	.	6
O=C(Nc1cccc(OC(F)(F)F)c1)c1ccc(-c2cccnc2)c2ccoc12	28	0	-14	-1	.	0	-55
COc1ccc(OCCC(=O)OCC(=O)NCCC2=CCCCC2)cc1	.	-4	.	-6	3	-2	5
COc1ccc(-c2csc(NC(=O)c3cccc(S(=O)(=O)N4CCN(C)CC4)c3)n2)cc1	10	.	-1	5	.	.	.
COc1ccc(OC)c(NC(=O)c2ccc(-c3csc(C)n3)cc2)c1	20	-2	-3	-3	-2	2	-32
C[C@H]1CN([C@@H](C)CO)C(=O)Cc2cc(NC(=O)Nc3cccc4ccccc34)ccc2O[C@H]1CN(C)Cc1ccc(Oc2ccccc2)cc1	-4	1	22	.	-5	-5	-31
Cc1cc2[nH]c3ccccc3c2c(C)n1	.	-2	.	.	-4	-4	-7
Cn1cnc(S(=O)(=O)N2C[C@H](O)COC[C@@H]3O[C@@H](CC(=O)NC4CCCC4)CC[C@H]32)c1	0	0	0	-11	-4	-2	-6
COc1ccc(-n2nc(C(=O)NCC(=O)Nc3cc(OC)c(OC)c(OC)c3)c3ccccc3c2=O)cc1Cl	12	4	-2	9	-1	-2	-2
